# Screening results as filed in PubChem.
# DDE Tn6 FP inh – inhibitors of Tn6 peptide binding to fibrin DD(E), primary screen, biochemical, fluorescence polarization, human fibrin, Tn6 probe | Fibrinogen beta chain (Homo sapiens), P02675 | AID 720509, 2013 | Fibrin DD(E) TRITC-Tn6 fluorescence polarization displacement | 370,000 compounds, 0.21% hits | inhibition, % at 8.3 µM;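 active = inhibition above a per-campaign cutoff: mean of compounds within control limits plus 3 SD, cut at about 15% in these data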;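 also: 0% = median of all compound wells on the plate and 100% = blocking peptide control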
# ARFGAP1 inhibitor – inhibitors of rat ARFGAP1 GAP activity, primary screen, biochemical, fluorescence polarization, GDP tracer; Arfgap1-stimulated ARF1 GTP hydrolysis, GDP FP detection; inhibition, % at 16.5 µM; 360,000 compounds, 0.26% hits; AID 651572, 2012;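 active = inhibition above a per-plate limit, mean inhibition of low control wells plus 3 SD, cut at about 25% in these data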;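 also: 0% = DMSO wells with enzyme and 100% = wells lacking Arfgap1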
#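 system = rat Arfgap1 catalytic domain, aa 1-136 | technique = FP, GDP Alexa 633 tracer displaced from anti-GDP antibody, 620/688 nm | compound = one concentration, 16.5 µM, DMSO 1.26% | medium = HEPES-based buffer, pH 7.5 | timing = compound-enzyme preincubation 20 min, reaction 120 min, detection 60 min, 25 °C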
# ADAM10 inh – human ADAM10 inhibitors, primary screen, biochemical, QFRET, HTS | Disintegrin and metalloproteinase domain-containing protein 10 (Homo sapiens), O14672 | recombinant ADAM10, EDANS/DABCYL FRET peptide cleavage, 3 h | inhibition, % at 7 µM | 370,000 compounds, 0.62% hits;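 active = inhibition above a per-campaign cutoff equal to the mean of compounds falling between control-based bounds plus 3 SD, cut at about 20% in these data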;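 also: 0% = DMSO wells while the 100% control is not disclosed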
# DDE Tn7 FP inh – inhibitors of Tn7 peptide binding to fibrin DD(E), primary screen, biochemical, fluorescence polarization, human fibrin, Tn7 probe. Fibrinogen beta chain (Homo sapiens), P02675. inhibition, % at 8.3 µM. 370,000 compounds, 0.13% hits. FP displacement of FITC-Tn7 peptide from fibrin DD(E); 0% = median of compound wells per plate;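 active = inhibition above the mean of compounds falling within the control limits plus 3 SD of them, cut at about 14% in these data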;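 also: 0% = plate median of compound wells and 100% = 10 µM Aha-Tn7 peptide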
#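 Test system: human clot-derived fibrin DD(E) complex / Quantity: 2 µM final DD(E) protein / Incubation: 10 min plus 3 h, room temperature / Measured by: fluorescence polarization / Benchmarks: high control of 10 µM Aha-Tn7 peptide / Replicates: singlicate testing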
# TDP2 inh – human TDP2 enzyme inhibitors, primary screen, biochemical, epi absorbance, recombinant enzyme; Tyrosyl-DNA phosphodiesterase 2 (Homo sapiens), O95551; T5PNP hydrolysis, p-nitrophenol absorbance 415 nm; inhibition, % at 12.8 µM; 370,000 compounds, 0.34% hits; AID 720702, 2013;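 active = inhibition above the mean of all tested compounds plus 3 SD, set per campaign, cut at about 25% in these data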;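 also: 0% = DMSO with enzyme and 100% = buffer with substrate but no TDP2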
# Target sequence (O95551 whole entry, looked up): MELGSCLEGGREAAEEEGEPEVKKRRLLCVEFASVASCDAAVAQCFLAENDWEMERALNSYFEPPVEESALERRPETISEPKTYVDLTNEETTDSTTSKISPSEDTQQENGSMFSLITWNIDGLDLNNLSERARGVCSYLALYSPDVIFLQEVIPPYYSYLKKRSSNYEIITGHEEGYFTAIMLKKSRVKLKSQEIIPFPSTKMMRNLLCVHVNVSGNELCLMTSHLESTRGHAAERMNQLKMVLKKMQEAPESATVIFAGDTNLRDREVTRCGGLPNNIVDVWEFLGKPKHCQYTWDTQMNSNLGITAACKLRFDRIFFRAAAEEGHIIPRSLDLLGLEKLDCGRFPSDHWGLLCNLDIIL
#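 Test system: human TDP2 enzyme; Input: 120 nM TDP2 per well; Buffer or medium: Mg2+-containing Tris-HCl buffer, pH 7.5; Reagent: 5 mM T5PNP; Dosing: 12.8 µM single point, 1% DMSO; Incubation: reaction 2 h, 37 °C; Detection: p-Nitrophenol epi absorbance; Read-out: % inhibition relative to enzyme-containing and enzyme-free wells; Replicates: single well per compound.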
# proKLK7 act – proKLK7 zymogen activators, primary screen, biochemical, fluorescence intensity; AID 652039, 2013; 370,000 compounds, 0.9% hits; purified proKLK7, EDANS-DABCYL substrate fluorescence; 100% is mature enzyme control, 0% vehicle; Kallikrein-7 (Homo sapiens), P49862; activation, % at 7 µM;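 active = activation above the mean of all tested compounds plus 3 SD, computed per campaign excluding outliers beyond control limits, cut at about 13% in these data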
# LEDGF integ inh – blockers of LEDGF/p75-dependent integrase strand transfer – biochemical, TR-FRET, high throughput, primary screen; 370,000 compounds, 0.64% hits; AID 743269, 2014; TR-FRET IN-LEDGF/p75 DNA integration, Eu/Cy5; inhibition, % at 3.7 µM;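 active = inhibition above the screen-wide mean plus 3 SD, cut at about 13% in these data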;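 also: signal is the Cy5 over europium emission ratio at 671 and 618 nm; 0% = plate median of compound wells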
# PLC-gamma1 inh – PLC-gamma1 enzyme inhibitors, primary screen, biochemical, fluorescence, purified enzyme | 1-phosphatidylinositol 4,5-bisphosphate phosphodiesterase gamma-1 (Homo sapiens), P19174 | fluorogenic substrate | inhibition, % at 12.2 µM | 370,000 compounds, 0.84% hits | AID 720700, 2013; in the data active = inhibition above about 9.5%
# ADAM17 inh – ADAM17 inhibitors, primary screen, biochemical, QFRET; Disintegrin and metalloproteinase domain-containing protein 17 (Homo sapiens), P78536; 370,000 compounds, 0.83% hits; recombinant ADAM17, EDANS/DABCYL FRET peptide cleavage; inhibition, % at 6.95 µM;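 active = inhibition above the mean of compounds lying between control limits plus 3 SD, set per campaign, cut at about 8.5% in these data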;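 also: 0% = DMSO-only wells as the low control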
# Target sequence (P78536 215-824 limits assumed): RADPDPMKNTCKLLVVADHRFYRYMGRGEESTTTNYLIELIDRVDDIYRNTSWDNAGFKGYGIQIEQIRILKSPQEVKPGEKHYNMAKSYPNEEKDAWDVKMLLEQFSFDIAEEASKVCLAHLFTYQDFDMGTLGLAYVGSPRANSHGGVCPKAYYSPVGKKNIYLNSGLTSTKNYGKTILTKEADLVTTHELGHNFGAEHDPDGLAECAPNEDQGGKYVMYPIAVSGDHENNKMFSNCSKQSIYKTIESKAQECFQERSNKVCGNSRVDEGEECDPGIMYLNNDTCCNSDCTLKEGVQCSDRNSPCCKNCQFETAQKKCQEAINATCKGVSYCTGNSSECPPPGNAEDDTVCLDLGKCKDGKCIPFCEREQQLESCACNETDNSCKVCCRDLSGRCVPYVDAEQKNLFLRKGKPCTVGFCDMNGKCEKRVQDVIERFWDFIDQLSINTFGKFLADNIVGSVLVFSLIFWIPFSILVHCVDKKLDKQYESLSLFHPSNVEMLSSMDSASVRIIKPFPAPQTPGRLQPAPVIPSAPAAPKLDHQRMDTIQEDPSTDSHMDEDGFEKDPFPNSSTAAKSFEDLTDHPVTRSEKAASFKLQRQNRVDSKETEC
# ASAP1 inh – inhibitors of human ASAP1 ArfGAP activity, primary screen, biochemical, fluorescence polarization. Arf-GAP with SH3 domain, ANK repeat and PH domain-containing protein 1 (Homo sapiens), …. 360,000 compounds, 0.19% hits. ASAP1-stimulated ARF1 GTP hydrolysis, GDP FP detection. inhibition, % at 16.5 µM. AID 624377, 2012; in the data active = inhibition above about 25%;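 also: 0% = vehicle with enzyme and substrate and 100% = no enzyme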
# Active calls of the source: *; i = inactive; · = no result given.
DDE Tn6 FP inh	ARFGAP1 inhibitor	ADAM10 inh	DDE Tn7 FP inh	TDP2 inh	proKLK7 act	LEDGF integ inh	PLC-gamma1 inh	ADAM17 inh	ASAP1 inh	Compound
1.5	-4.2	-4.5	-5.0	-9.6	-0.5	0.4	3.0	-3.0	1.7	Cc1cccc(-n2ncc3c2CCCC3NC(=O)C2CCOCC2)c1C (configuration not stated)
-6.7	-12.3	-150.6	2.7	-8.1	1.1	6.2	-405.4	-39.5	0.8	Cc1nn2c(C)nc3sc4c(c3c2nc1=O)CC(C)(C)OC4
1.1	-3.4	-4.6	1.8	7.9	-0.7	-0.4	-2.7	-4.1	4.6	O=Cc1ccc(Oc2cc(-c3ccccc3)nc(-c3ccccc3)n2)cc1
11.0	-0.4	9.3	6.3	19.7	0.1	2.1	-1.0	2.5	-15.8	NS(=O)(=O)c1cccc(NC(=O)CSc2nc3ccc(Cl)cc3[nH]2)c1
8.6	10.3	-0.1	-5.2	-5.0	0.1	5.0	-0.5	-4.3	5.3	CC(c1ccccc1)n1c(Cn2ncc3ccccc3c2=O)n[nH]c1=S (configuration not stated)
7.1	3.0	-1.6	3.3	0.8	-0.2	1.4	-0.1	-1.4	2.9	O=C(Nc1cccc(F)c1)OC(CN1CCCCC1)C(F)(F)F (configuration not stated)
-2.6	-4.9	-4.2	-0.8	6.7	-0.5	-0.3	0.6	-2.7	3.5	CCOC(=O)N1C(=O)NC(=O)C1c1ccc(Cl)cc1 (configuration not stated)
1.8	-1.0	1.0	0.5	-4.0	-0.1	3.2	6.7	4.1	-3.3	Cc1cc(OCCN2CC(C)OC(C)C2)ccc1[N+](=O)[O-] (configuration not stated)
-2.1	4.5	-11.6	1.2	7.9	1.2	-4.9	0.7	-2.3	11.8	C[C@H](CO)N1C[C@H](C)[C@@H](CN(C)Cc2ccc(C(=O)O)cc2)Oc2ncc(Br)cc2C1=O
-5.1	-3.1	-11.9	-1.7	0.8	0.1	2.3	-0.9	-6.9	8.1	O=C(Nc1ncccc1O)c1ccc(OCC2CCCO2)cc1 (configuration not stated)
0.2	-2.0	-16.3	5.2	9.5	-1.6	0.7	-10.7	-5.2	0.0	Cc1ccc2cc(/C=C/C(=O)c3ccco3)c(Cl)nc2c1
-1.3	7.7	-10.3	-5.2	-2.0	-0.6	0.8	2.7	-0.7	-12.6	Cc1cc(N2CCC(C)CC2)nc(NCc2ccccc2)n1
5.0	4.9	2.2	-1.0	-11.3	0.5	1.1	-7.7	-1.1	11.7	C=CCOC(=O)/C(=C/c1ccco1)NC(=O)/C=C/c1ccccc1
-3.0	-12.3	5.5	-3.6	-10.6	-0.1	-3.1	-1.7	-2.1	-3.6	Cc1cc(=O)[nH]c(SCC(=O)Nc2nc(-c3ccccc3)cs2)n1
-3.2	-5.0	-2.0	-0.7	-0.8	-2.5	-3.2	-11.8	-1.2	0.6	N#Cc1c(SCC(=O)Nc2cccc(C(F)(F)F)c2)sc2c(O)cc(=O)[nH]c12
0.5	1.4	9.9	-1.4	-1.7	-0.2	-0.8	1.6	2.9	4.2	CC(=O)c1cccc(NC(=S)NC(=O)c2ccc(C)cc2Cl)c1
-2.9	-10.0	-0.5	-1.1	5.3	0.1	0.4	5.3	0.1	-6.2	CCN(CC)C(=O)C1=C(C)N(Cc2ccc(OC)cc2)C(=O)C(CC(=O)NCCCN(C)C)C1 (configuration not stated)
6.8	-2.0	-5.5	4.1	0.3	-1.0	-5.3	-1.6	-4.2	-19.1	N#Cc1c(-c2ccccc2)[nH]c(=O)[nH]c1=O
-2.9	6.3	10.3	-0.3	-12.4	0.5	6.9	4.2	5.0	13.3	CCOC(=O)c1cnc2c(c(C)nn2CC)c1NC1CC1
1.4	-4.0	3.8	4.0	3.6	0.1	-1.7	0.3	-2.5	-3.1	CCOC(=O)CC1=NS(=O)(=O)c2ccccc2N1
0.1	-2.6	-0.2	0.5	0.8	-0.1	2.7	0.6	-6.8	8.4	C/C(=N\O)C(=O)Nc1ccccc1
1.7	1.2	-32.9	5.5	-1.7	-0.4	-1.3	-13.3	-6.1	-9.4	O=C(COC(=O)c1cc(S(=O)(=O)N2CCCC2)ccc1O)Nc1ccc(SC(F)F)cc1
-6.3	6.2	-10.8	-0.8	1.2	-0.5	0.9	-3.6	-3.9	-8.1	O=C(c1cc(Cl)nc2ccccc12)N1CCN(S(=O)(=O)c2cccc(C(F)(F)F)c2)CC1
1.2	-5.4	i	-0.2	4.8	13.2*	-2.1	-336.9	i	-19.2	CC(C)Cn1c(N)c(C(=O)COC(=O)c2nccnc2N)c(=O)n(C)c1=O
6.2	0.1	-3.8	7.4	3.8	0.2	1.4	-4.2	-2.8	2.0	CCN(CC)c1ccc(C(=O)Nn2cnc3ccccc3c2=O)cc1
7.2	5.3	-2.5	-6.9	3.8	-0.1	-0.6	2.2	-3.6	-2.4	CCN(C(=O)c1ccc(NC(C)=O)cc1)c1ccccc1
4.9	0.2	-7.8	0.1	4.7	-0.6	-4.7	0.8	-5.8	2.4	O=C(NCc1ccccn1)C(=O)NCC(c1ccco1)N1CCOCC1 (configuration not stated)
5.5	-0.1	-3.1	8.6	1.0	0.3	-0.3	1.0	2.0	-6.8	CCN1CCCC1CNS(=O)(=O)c1ccc(F)c(Cl)c1 (configuration not stated)
-5.4	-6.2	9.5	6.9	8.3	0.6	-0.1	2.1	-3.5	-2.1	CCC(=O)N1CCN(c2ccc(NC(=O)c3ccc([N+](=O)[O-])o3)cc2Cl)CC1
7.6	9.8	-3.0	2.3	-5.3	0.5	-0.6	-0.6	5.9	-7.4	O=c1ccn(-c2cccc(C(F)(F)F)c2)nc1-c1ccn(-c2cccc(Cl)c2)n1

# Next part, overlapping the part above by 5 compounds.
DDE Tn6 FP inh	ARFGAP1 inhibitor	ADAM10 inh	DDE Tn7 FP inh	TDP2 inh	proKLK7 act	LEDGF integ inh	PLC-gamma1 inh	ADAM17 inh	ASAP1 inh	Compound
7.2	5.3	-2.5	-6.9	3.8	-0.1	-0.6	2.2	-3.6	-2.4	CCN(C(=O)c1ccc(NC(C)=O)cc1)c1ccccc1
4.9	0.2	-7.8	0.1	4.7	-0.6	-4.7	0.8	-5.8	2.4	O=C(NCc1ccccn1)C(=O)NCC(c1ccco1)N1CCOCC1 (configuration not stated)
5.5	-0.1	-3.1	8.6	1.0	0.3	-0.3	1.0	2.0	-6.8	CCN1CCCC1CNS(=O)(=O)c1ccc(F)c(Cl)c1 (configuration not stated)
-5.4	-6.2	9.5	6.9	8.3	0.6	-0.1	2.1	-3.5	-2.1	CCC(=O)N1CCN(c2ccc(NC(=O)c3ccc([N+](=O)[O-])o3)cc2Cl)CC1
7.6	9.8	-3.0	2.3	-5.3	0.5	-0.6	-0.6	5.9	-7.4	O=c1ccn(-c2cccc(C(F)(F)F)c2)nc1-c1ccn(-c2cccc(Cl)c2)n1
4.6	-6.5	2.5	-1.6	-10.2	0.1	-1.5	0.8	-3.4	-13.9	CC(C)=CCN1CCN(Cc2cn[nH]c2C2CCCCC2)CC1CCO (configuration not stated)
6.5	-7.7	-50.7	-8.1	-3.8	1.7	-5.8	-200.9	-9.6	-5.2	CNc1cnc(-c2cc(OC)c(OC)c(OC)c2)cn1
3.8	-6.6	9.5	-4.7	-15.9	0.1	-0.3	7.3	-0.9	7.1	CCCC(C(=O)Nc1ccncc1)c1ccccc1 (configuration not stated)
0.9	11.9	i	-5.6	-11.8	0.3	7.6	-264.7	-187.2	6.7	CCCCCCC12C(=Cc3cc4c(cc31)OCCO4)c1cc(OC)c(OC)cc1C(CC(=O)NC1CCCCC1)N2C(=O)OC (configuration not stated)
8.7	12.5	2.3	-1.5	-3.4	0.8	2.5	4.3	1.5	-1.8	COc1ccc(CN(C)CC(=O)NC(=O)NCc2ccccc2)c(OC)c1
4.1	-1.1	-5.5	5.5	0.0	-0.1	0.5	0.4	-2.1	-6.2	CCCCc1ccc(NC(=O)C(=O)NCCN2CCN(Cc3ccc([N+](=O)[O-])cc3)CC2)cc1
-1.8	15.7	4.7	-1.0	-18.5	0.2	-6.8	9.7*	1.1	5.7	Cc1cccc(OCCC(=O)Nc2ccc(F)c(F)c2)c1
-2.3	·	2.0	4.4	-7.0	-0.3	9.5	5.8	1.2	·	CC(C)CN1C(=O)C[C@]2(C(=O)N(C)c3ccc(NS(=O)(=O)C4CC4)cc32)C1c1ccccc1 (some centres not stated)
3.4	0.0	5.4	5.0	8.2	0.7	-0.4	3.8	-3.5	9.3	CCN(CC(=O)Nc1c(F)cccc1F)C(=O)c1cccc(S(=O)(=O)N2CCc3ccccc3C2)c1
-0.2	0.3	1.0	4.1	-3.9	-1.2	1.8	0.9	-2.9	15.2	CN(CC(O)Cn1cnc2c1c(=O)n(C)c(=O)n2C)c1ccccc1 (configuration not stated)
4.2	-10.7	-12.3	-0.2	0.9	0.4	6.7	0.0	-5.1	-2.8	CN1CCN(c2ccccc2NC(=O)c2cc3ccccc3o2)CC1
2.7	3.4	-2.9	-1.1	-3.5	-0.2	2.0	2.4	-2.0	-8.0	COc1ccc(NC(=O)N(Cc2cc3ccc(OC)cc3[nH]c2=O)CC2CCCO2)cc1 (configuration not stated)
-0.1	4.6	2.0	1.0	2.0	-0.1	1.4	1.7	-2.2	5.0	CCOC(=O)C1=C(O)C(=O)N(Cc2ccc(C(C)(C)C)cc2)CC1
